Screening data: PubChem BioAssay, Broad Institute
Cneo AK release: causes C. neoformans cell lysis; adenylate kinase release luminescence, 4 h; normalised: neutral wells 0, clomiphene wells 100; lysis activity, % at 15 µM; 0.2% of 360,000 active;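 active means mean lysis activity across replicates of at least 80%, whatever share of replicates individually reach that level; inactive means mean lysis activity below 80%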
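Signal: Adenylate kinase release luminescence | Assay system: Log-phase Cryptococcus neoformans yeast cells | Input: Cells at 5 × 10^6 per mL | Buffer or medium: Fresh YPD growth medium | Compound: Single dose | Schedule: Static 4 h at 37 °C with compound, 1 h detection | Controls: Clomiphene | Read-out: Luminescence rise reflecting yeast cell lysis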
miR-122 sensor: blocks miR-122 activity in Huh7 sensor cells; Huh7 miR-122 Renilla luciferase sensor, 48 h; neutral wells = 0, positive control = 100; activation (reporter increase), % at 12.5 µM; 0.3% of 340,000 active; AID 602342;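 active means mean replicate activation score at least 90 and every replicate individually at or above 90; inconclusive means only one of the two criteria met; inactive means neither criterion met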;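 further: higher luciferase means less miR-122 activity so hits act as miR-122 inhibitors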
esBAF inh: SWI/SNF esBAF complex inhibition; 2% of 350,000 active; reporter increase, % at 12.5 µM; mouse ES cells, Bmi1-luciferase knock-in reporter, 24 h; 100% = twice the neutral-well signal; in the data active means activation above about 40%; inconclusive means no clear call, values can overlap the other calls;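 further: 0% = median of the plate's neutral control wells and 100% = double that signal; a rise in the Bmi1 reporter signal indicates esBAF inhibition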
SIRT5 inh: sirtuin-5 (human) deacylase inhibition | AID 652115 | 1.1% of 330,000 active | Purified SirT5, succinyl-peptide AMC, trypsin-coupled fluorescence | inhibition, % at 15 µM | Q9NXA8; in the data active means inhibition above about 15%; inconclusive means no clear call, values can overlap the other calls
Target sequence (Q9NXA8 whole entry, looked up): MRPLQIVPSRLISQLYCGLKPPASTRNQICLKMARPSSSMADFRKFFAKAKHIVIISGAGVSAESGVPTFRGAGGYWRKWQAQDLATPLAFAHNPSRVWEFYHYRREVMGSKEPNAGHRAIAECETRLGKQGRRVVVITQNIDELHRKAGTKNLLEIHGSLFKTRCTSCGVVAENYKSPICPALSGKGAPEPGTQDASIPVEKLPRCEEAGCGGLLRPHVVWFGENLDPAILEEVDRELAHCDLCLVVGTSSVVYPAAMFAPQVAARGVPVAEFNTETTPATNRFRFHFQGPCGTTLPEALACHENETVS
C2C12 statin: protects C2C12 myotubes from simvastatin toxicity; rescue of ATP level, % at 7.49 µM; ATP luminescence, 48 h; scaled: DMSO 0, geranylgeraniol control 100; 0.78% of 330,000 active;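 active means mean ATP rescue above about 67%, or every replicate alone reaching that limit, limit read from the data, passing the limit was not always enough; inconclusive means no clear call, values can overlap the other calls; inactive means mean under the limit and some replicate under it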;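 further: myotubes were challenged with 10 µM simvastatin during compound exposure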
ERp5 inh: inhibitors of human ERp5. ERp5 insulin aggregation, absorbance 650 nm, 90 min. 0.05% of 350,000 active. Q15084. inhibition, % at 9.99 µM. AID 651711;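 active means mean replicate inhibition above about 25%, with every replicate also reaching it, limit read from the data, passing the limit was not always enough; inconclusive means only one of those two criteria met; inactive means neither criterion met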
Target sequence (Q15084 whole entry, looked up): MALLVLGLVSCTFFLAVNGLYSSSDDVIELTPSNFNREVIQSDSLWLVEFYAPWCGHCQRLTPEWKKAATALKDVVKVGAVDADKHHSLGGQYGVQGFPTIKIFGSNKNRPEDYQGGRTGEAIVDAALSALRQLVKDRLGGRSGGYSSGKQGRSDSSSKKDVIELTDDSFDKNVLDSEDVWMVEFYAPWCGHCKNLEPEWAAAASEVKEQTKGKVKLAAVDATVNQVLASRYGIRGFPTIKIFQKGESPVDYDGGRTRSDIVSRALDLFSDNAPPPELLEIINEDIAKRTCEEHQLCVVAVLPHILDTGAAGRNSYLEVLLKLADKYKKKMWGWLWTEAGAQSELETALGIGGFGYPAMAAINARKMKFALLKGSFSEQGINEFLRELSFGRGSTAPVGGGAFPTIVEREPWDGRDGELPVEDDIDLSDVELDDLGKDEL
ARNT TACC3 PPI: disrupts binding between human ARNT and TACC3 | AlphaScreen His-ARNT PAS-B/GST-TACC3 binding, luminescence; TACC3 fragment carries E629A point mutation | Q9Y6A5 | inhibition, % at 9.99 µM | 0.66% of 390,000 active;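 active means mean inhibition of replicates at least 50% and at least half of replicates each reaching 50%; inconclusive means half or more replicates reach 50% but mean below 50%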;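 further: 0% = complete ARNT plus TACC3 wells and 100% = ARNT alone without TACC3; many hits fall short of the cut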
Active calls of the source: *; ? = inconclusive; · = no result given; [ ] = dose if it differs, or a comment.

canonical_smiles	SIRT5 inh	esBAF inh	ARNT TACC3 PPI	miR-122 sensor	ERp5 inh	Cneo AK release	C2C12 statin
O=C(CSc1nc2ccccc2o1)Nc1nc(-c2ccccc2)c(-c2ccccc2)s1	-1.8	·	-4.4	·	-4.7	·	·
CCCCC1OC23CCCCC2C(C#N)(C#N)C1(C#N)C(=N)O3 (stereo unspecified)	·	11.9	·	-7.9	6.3	0.7	4.7
Cc1ccc(C(=O)Nc2ccccc2C(=O)NCc2ccccc2)cc1	·	·	-4.3	-5.0	·	-1.2	·
O=C(NNC(=S)Nc1cccc(C(F)(F)F)c1)c1ccccc1Cl	·	·	19.7	0.1	9.2	-4.8	·
Cc1ccc(N2C(=O)/C(=C/c3cccnc3)SC2=S)cc1	0.1	9.4	-9.9	-4.9	-1.7	·	2.7
Cc1ccc(OC(=O)N(C)C[C@@H]2OCc3ccccc3-c3ccccc3C(=O)N([C@H](C)CO)C[C@H]2C)cc1	·	10.8	-1.7	·	-5.6	0.2	·
N#Cc1c(F)cccc1NCc1cccnc1	-0.1	7.3	-1.7	·	0.9	-0.5	12.6
COc1ccc(CN2C(=O)C(CC(=O)NCC3CCCCC3)CC(C(=O)N(C(C)C)C(C)C)=C2C)cc1 (stereo unspecified)	1.3	4.0	·	1.0	0.6	-0.5	4.6
Fc1ccc(-c2nnc3n2CCCCC3)cc1	16.5*	·	·	8.0	1.9	·	·
CC(C)NC(=O)N(C)C[C@@H]1OCCCC[C@H](C)Oc2ccc(NC(=O)c3ccccc3)cc2C(=O)N([C@@H](C)CO)C[C@H]1C	2.3	·	-3.7	-8.9[16.7 µM]	4.5	-1.2	·
O=S(=O)(NN=Cc1ccc(O)cc1O)c1cc(Cl)c(Cl)cc1Cl	-0.6	?	6.1	·	7.5	-1.0	8.2
CCN(CC)CCCN(Cc1cc2cc(OC)c(OC)cc2[nH]c1=O)C(=O)Nc1ccccc1	·	8.6	3.1	-3.4	·	3.5	-3.7
N#C/C(=C\c1coc2ccc(O)cc2c1=O)C(=O)Nc1nc2ccccc2s1	-2.4	·	-1.5	17.8	-0.3	-3.3	·
O=C(N[C@H]1CC[C@@H](CC(=O)N2CCOCC2)O[C@@H]1CO)c1ccccn1	-0.1	-3.1	-2.5	·	3.5	-2.4	0.1
CCCCCCCCCCCCN1[C@@H](CC(=O)OC)c2cc(F)cc(F)c2S1(=O)=O	·	·	-61.7	-3.3	·	1.1	·
NS(=O)(=O)c1ccc(NC(=O)c2ccc(CNS(=O)(=O)c3cc(C(F)(F)F)ccc3Cl)cc2)cc1	-2.3	-0.9	3.8	1.0	5.1	-1.1	-23.9
COc1ccc(-c2cn(CC[C@@H]3CC[C@@H](NC(=O)CCN4CCCCC4)[C@H](CO)O3)nn2)cc1	-2.7	6.6	-0.4	·	-3.8	-7.2	-2.9
CCc1nn(C(CC)C(=O)NCCCN2CC(C)CC(C)C2)c(=O)c2cc3oc(C)cc3n12 (stereo unspecified)	-1.6	-8.6	25.6	-1.7	-11.6	0.6	-20.5
COc1ccc(-c2ccc3c(c2)[C@@H]2[C@@H](CCN2C(=O)C2CCOCC2)[C@H](CO)N3C)cc1	·	0.7	-1.8	2.6[16.7 µM]	·	-4.7	1.8
O=C(C[C@H]1CC[C@@H](NC(=O)c2ccccc2)[C@H](CO)O1)Nc1ccc(-c2ccccc2)cc1	-4.2	12.5	50.6*	-10.9[16.7 µM]	-1.5	0.8	-47.3
O=C(COC(=O)[C@@H]1CC(O)CN1S(=O)(=O)c1ccccc1[N+](=O)[O-])c1ccccc1 (stereo partly specified)	-7.8	-8.2	-3.5	-6.3	0.8	-0.2	3.6
COc1ccc(CNCCC(c2ccccc2)c2ccc(OC(C)C)cc2)cc1OC (stereo unspecified)	-5.0	-19.6	3.4	-9.2	2.2	0.0	-12.0
CC(C)(C)NC(=O)c1ccc2c(c1)C1C3CCC(C3)C1C(c1ccccc1)N2 (stereo unspecified)	·	·	-28.6	-10.5	·	-2.0	·
COc1ccccc1CNS(=O)(=O)c1c(C(=O)N2CCCCCC2)c(C)n(C)c1C	-5.0	-3.1	-1.2	42.6	-6.4	-0.8	-7.9

Reformatted with two lines to a compound: two of the compounds above.
Under each structure: SIRT5 inh	esBAF inh	ARNT TACC3 PPI	miR-122 sensor	ERp5 inh	Cneo AK release	C2C12 statin
- Cc1ccc(C(=O)Nc2ccccc2C(=O)NCc2ccccc2)cc1
 : ·	·	-4.3	-5.0	·	-1.2	·
- O=C(NNC(=S)Nc1cccc(C(F)(F)F)c1)c1ccccc1Cl
 : ·	·	19.7	0.1	9.2	-4.8	·

6 structures out of the list, ordered by number of heavy atoms, smallest number first:
canonical_smiles	SIRT5 inh	esBAF inh	ARNT TACC3 PPI	miR-122 sensor	ERp5 inh	Cneo AK release	C2C12 statin
CC(C)(C)NC(=O)c1ccc2c(c1)C1C3CCC(C3)C1C(c1ccccc1)N2 (stereo unspecified)	·	·	-28.6	-10.5	·	-2.0	·
O=C(COC(=O)[C@@H]1CC(O)CN1S(=O)(=O)c1ccccc1[N+](=O)[O-])c1ccccc1 (stereo partly specified)	-7.8	-8.2	-3.5	-6.3	0.8	-0.2	3.6
COc1ccc(-c2ccc3c(c2)[C@@H]2[C@@H](CCN2C(=O)C2CCOCC2)[C@H](CO)N3C)cc1	·	0.7	-1.8	2.6[16.7 µM]	·	-4.7	1.8
O=C(C[C@H]1CC[C@@H](NC(=O)c2ccccc2)[C@H](CO)O1)Nc1ccc(-c2ccccc2)cc1	-4.2	12.5	50.6*	-10.9[16.7 µM]	-1.5	0.8	-47.3
COc1ccc(-c2cn(CC[C@@H]3CC[C@@H](NC(=O)CCN4CCCCC4)[C@H](CO)O3)nn2)cc1	-2.7	6.6	-0.4	·	-3.8	-7.2	-2.9
NS(=O)(=O)c1ccc(NC(=O)c2ccc(CNS(=O)(=O)c3cc(C(F)(F)F)ccc3Cl)cc2)cc1	-2.3	-0.9	3.8	1.0	5.1	-1.1	-23.9

Later entries.
canonical_smiles	SIRT5 inh	esBAF inh	ARNT TACC3 PPI	miR-122 sensor	ERp5 inh	Cneo AK release	C2C12 statin
CCN(CC)c1ccc(S(=O)(=O)N2CCCCC2)cc1NC(=O)CN1C(=O)NC2(CCCC2)C1=O	-8.6	-0.6	2.9	4.9	5.6	-1.2	-2.2
CSc1cccc(NC(=O)CSc2ccc(Cl)cc2)c1	·	·	-3.0	-10.0	·	-0.3	·
Clc1ccccc1-c1cc2nc(NCc3ccco3)ccn2n1	·	71.8*	·	-2.5	-1.8	-3.1	3.8
CCCc1ccc(OCc2ccc(C(=O)N/N=C/c3cccc([N+](=O)[O-])c3)o2)c(OC)c1	·	1.3	-30.1	-4.7	·	1.9	-4.6
CCOC(=O)CSc1nnc([C@H](CC(C)C)NC(=O)OC(C)(C)C)o1	·	-12.0	-1.0	-4.5	·	-9.1	2.4
CCOC(=O)c1ccc(CNC(=O)c2cc(C(C)(C)C)oc2C)o1	·	5.9	·	4.0	·	8.7	·
CCC(=O)N=C1SC2CS(=O)(=O)CC2N1c1cccc(OC)c1 (stereo unspecified)	·	·	-2.0	2.6	·	0.8	·
CCOC1(OCC)N=C(N)C2(C#N)C(c3ccc(NC(C)=O)cc3)C12C#N (stereo unspecified)	·	·	4.5	-2.7	·	1.3	22.7
COc1ccc(Nc2ccc3ccccc3c2)cc1	-1.7	118.6*	-2.0	·	-3.4	-3.5	-5.8
O=c1c2ccccc2nc(SCc2ccccc2Cl)n1Cc1ccccc1	·	-2.0	-4.4	-0.2	·	0.2	10.0
COc1cc(SC)ccc1C(=O)Nc1ccc2ncccc2c1	-6.8	-41.1	-9.1	·	1.8	-7.0	-22.7
O=C(Cc1ccc(-c2ccccc2)cc1)NC(c1ccccc1)c1ccccc1	-2.7	·	-5.5	·	0.5	·	·
CC(C)C#Cc1cnc2c(c1)C(=O)N([C@@H](C)CO)C[C@H](C)[C@@H](CN(C)C(=O)c1cnccn1)O2	-1.2	0.0	-5.6	-3.8[16.7 µM]	-0.1	-0.6	21.1
CC(C)NC(=O)N(Cc1ccccc1)Cc1cccs1	0.2	-11.3	-0.6	1.5	0.6	-2.7	1.4
CC(C)(C)C(=O)CN1C2=NCCCN2c2ccccc21	-3.1	1.2	-4.1	·	0.0	3.1	-2.5
NC(=O)c1ccsc1NC(=O)CSc1nnc(NC2CC2)s1	-2.1	-2.0	-1.1	6.0	10.2	-1.2	2.9
Cc1ccc(C2c3[nH]c4ccccc4c3C[C@H]3C(=O)N(c4ccccc4C(=O)N4CCC(C(=O)O)CC4)C(=O)N23)cc1 (stereo partly specified)	-1.6	1.0	23.0	-5.9	-3.6	-0.4	15.7
Cc1ccc(NC(=O)CC2Oc3ccccc3NC2=O)c(C)c1 (stereo unspecified)	·	1.4	16.5	3.3	-11.8	2.2	5.1
Cc1ccc(NC(=O)c2ocnc2C)cc1Cl	-2.0	37.3	-2.1	·	-4.7	-1.1	-1.7
CCCCN(C)CCn1c(=S)[nH]c2ncccc2c1=O	·	6.3	·	-2.4	·	0.7	12.5
Cc1ccc(-c2nnc(OCCN3CCOCC3)c3ccccc23)cc1	·	-36.0	5.1	-4.9	·	-0.4	111.4*
CC(C)Oc1ccc(C2CC(=O)N(C)C2=O)cc1 (stereo unspecified)	4.7	-6.7	-2.2	-3.5	2.9	2.2	1.4
COc1ccc(C(=O)Nc2nnc(Cc3ccc(OC)c(OC)c3)s2)cc1	1.7	8.9	-3.4	3.1	-0.3	-1.1	-9.9
COc1ccccc1NC(=O)c1ccc2c(c1)N(CC(=O)NC(C)C)C(=O)C(C)(C)O2	·	-4.4	-4.8	·	-1.7	-0.1	-7.7
N#C[C@@H]1[C@@H](c2ccc(-c3cccnc3)cc2)[C@H](CO)N1C(=O)C1CC1	2.2	0.2	-11.0	·	0.8	2.8	20.8
Cc1ccc(OCCCC(=O)Nc2ccc3c(c2)OCO3)cc1	0.0	-10.1	-3.4	-5.0	0.1	·	-1.1
O=C(O)Cc1ccc(S(=O)(=O)Nc2ccccc2C(=O)O)cc1	9.4	-2.5	-4.0	-3.7	-4.8	·	8.6
Cc1ccc(C(=O)OCC(=O)Nc2cc(Cl)ccc2C#N)o1	·	-7.4	·	-6.6	-1.4	-0.8	6.5
C[C@H]1CN([C@@H](C)CO)C(=O)CCCn2nncc2CO[C@@H]1CN(C)Cc1ccc(O)cc1	-3.2	-2.3	-5.1	0.9[16.7 µM]	1.4	-3.1	20.8
CC(=O)C1=C(C)NC(SCC(=O)c2cc(Cl)ccc2Cl)=C(C#N)C1c1ccco1 (stereo unspecified)	-1.6	·	34.3	·	1.4	·	·
COc1ccc2nc(SCC(=O)N(C)CC(=O)Nc3ccc(F)cc3)[nH]c2c1	-1.6	15.9	-0.1	·	4.4	·	-5.4
Cc1cccc(-c2noc(CCCC(=O)N3CCOCC3)n2)c1	·	1.1	-1.0	-11.0	·	·	33.3
CCOC(=O)c1cc2n(c1/N=C/N(C)C)-c1ccccc1C2=O	·	-0.3	5.5	0.3	·	-0.7	34.6
CC1(C)Oc2ccc(C(=O)NC3CCCC3)cc2N(CC(=O)N2CCOCC2)C1=O	·	-5.1	-5.8	1.2	·	2.0	3.4
N#Cc1c(NC(=O)c2cc([N+](=O)[O-])ccc2N2CCOCC2)sc2c1CCCC2	1.7	·	3.7	·	-6.3	·	·
COCCSc1nnc(NC(=O)COc2ccc3c(c2)OCO3)s1	-0.2	1.0	-1.1	-3.1	-1.2	-0.5	2.8
O=C(CCN1CCCCC1)N[C@@H]1CC[C@@H](CCNC(=O)c2cc(Cl)cc(Cl)c2)O[C@@H]1CO	0.4	0.9	46.6*	·	9.0	-14.4	-18.0
C=CCn1c(Br)nc2c1c(=O)n(C)c(=O)n2C	-0.7	-4.9	-0.5	·	-3.1	0.5	-22.7
